Vif-A3G inh – blocks the Vif interaction with human APOBEC3G; Potency, µM (top dose mostly 46.1 µM), for inactives: at the top dose activity, negative = active, most hits filed as inhibitors; 0.076% of 410,000 active; HeLa A3G-eYFP + Vif (tagged APOBEC3G with the HIV-1 protein that degrades it), YFP fluorescence, overnight; Q9HC16; AID 602310;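 note: potency is the fitted concentration of half-maximal effect; % is set by controls: 0 for no effect and ±100 for the full control effect; nearly all actives have a fitted effect of over 60% in size; hits raise eYFP signal because A3G escapes Vif-driven loss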
Target sequence (Q9HC16 whole entry, looked up): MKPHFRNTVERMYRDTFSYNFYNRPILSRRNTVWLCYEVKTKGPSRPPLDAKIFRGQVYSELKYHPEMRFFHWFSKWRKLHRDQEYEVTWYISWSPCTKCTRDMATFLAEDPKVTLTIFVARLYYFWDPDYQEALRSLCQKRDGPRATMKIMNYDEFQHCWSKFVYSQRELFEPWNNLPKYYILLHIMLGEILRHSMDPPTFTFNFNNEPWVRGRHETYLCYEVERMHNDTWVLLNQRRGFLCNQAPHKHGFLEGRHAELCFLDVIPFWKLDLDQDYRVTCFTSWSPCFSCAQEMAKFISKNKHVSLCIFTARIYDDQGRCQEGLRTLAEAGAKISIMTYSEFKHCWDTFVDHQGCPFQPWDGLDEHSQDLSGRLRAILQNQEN
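HeLa cells stably expressing Vif and C-terminally eYFP-tagged A3G, seeded overnight at 37 deg C, then exposed to compound by pintool overnight at 37 deg C. Rise in yellow fluorescence (Ex 488/Em 500-530, Acumen) marks blocked Vif-driven A3G degradation.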
LDHA block – blocks human lactate dehydrogenase A | purified LDHA, NADH/diaphorase-resazurin fluorescence; hits give low values | activity change, % (values are at about 110 or 230 µM) | 0.15% of 480,000 active | AID 1347041; in the data active = activity change below about -30%; inconclusive = mostly about -25% to -30%;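 note: plate controls were DMSO wells for no effect and wells without enzyme for full effect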
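Remaining NADH was detected by diaphorase (0.133 mg/mL) converting 37 µM resazurin to fluorescent resorufin, read at 0 and 20 minutes. The preceding 5-minute room-temperature reaction used 2 nM LDHA, 0.2 mM sodium pyruvate and 0.06 mM NADH at pH 7.4.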
Glioma ERSR ind – inducers of ER stress response in human glioma cells | Potency, µM, for the others: at the top dose activation, actives largely listed as activators | U87-MG GRP78 promoter luciferase reporter, 16 h | 0.02% of 420,000 active | AID 602332; note: potency is the fitted concentration of half-maximal effect; series mostly up to about 76 µM; % of control where 0% means no effect; nearly all actives have a fitted effect of over 35% in size
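Stably transfected U87-MG human glioma cells carrying a GRP78-based luminescent sensor were seeded at 1000 cells/well, pin-dosed with compounds and incubated 16 h. Luciferase reagent was then added, and end-point luminescence was read after 10 min at room temperature.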
Numbers without * were called inactive; ? = inconclusive. Unless noted, calls come from the whole dose curve; as a rule, active = well fitted curve in the direction sought with a large enough effect; inconclusive = small, poorly fitted or top-dose-only effect, or another doubt; inactive = no such curve, though single readings can be large; an effect the other way counts as inactive or inconclusive. Only part of the results is shown. The share of hits here may be higher or lower than overall.

SMILES	Vif-A3G inh	LDHA block	Glioma ERSR ind
O=C(NC1CC1)c1ccc2nc([C@@H]3O[C@H](CO)[C@H](O)[C@H](O)[C@H]3O)[nH]c2c1	-2%	2	-2%
Cc1cc(F)ccc1-c1cc(C(=O)NC(C)C)[nH]n1	-5%	-5	1%
O=S(=O)(c1ccc2c(c1)CCCC2)N1CCN(c2nc(-c3cccs3)nc3ccccc23)CC1	2%	-3	1%
Cc1ccccc1S(=O)(=O)NC(=O)C1(C)CCN1C(=O)Cc1ccccc1Cl (stereo not drawn)	-1%	1	-3%
COC(=O)c1ccc(Cn2c(C)c(C(=O)NCc3cccc([N+](=O)[O-])c3)sc2=O)o1	-5%	-1	0%
Nc1cccc(B(O)O)c1	2%	5	-6%
COc1ccccc1C(O)c1ncc(-c2ccc(Cl)cc2)[nH]1 (stereo not drawn)	1%	-6	-1%
O=C(Nc1cccc(F)c1)Nc1nnc([C@@H]2C[C@H](O)[C@@H](CO)O2)s1	0%	-16	-3%
Cc1nnc(NC(=O)C2CCN(C(=O)c3ccsc3)CC2)s1	1%	0	-4%
N#Cc1ccc(Nc2nc(-c3ccccc3)cs2)cc1	-15%	-3	2%
c1ccc(Oc2ccc(-c3cc(NCCc4cccnc4)n4nccc4n3)cc2)cc1	-9%	-4	-2%
CC1=C(C(=O)N(C(C)C)C(C)C)CC(CC(=O)NCCN2CCOCC2)C(=O)N1CCC1=CCCCC1 (stereo not drawn)	1%	-7	-4%
C(=C\c1c[nH]c2ccccc12)/c1nccc2ccccc12	8.9µM*	2	1%
Cc1cccc(C(O)c2ncc(-c3cccc(C(F)(F)F)c3)[nH]2)c1C (stereo not drawn)	-3%	-2	-5%
CC1(C(=O)NS(=O)(=O)Cc2ccccc2)CCN1C(=O)C1(c2ccc(Cl)cc2)CCC1 (stereo not drawn)	0%	-7	-3%
COc1ccc(NC(=S)Nc2ccc3c(c2)c(=O)n(C)n3-c2ccccc2)cc1	-7%	0	4%
COc1ccc(-c2coc3c(C(=O)NCCN(C)C)cccc23)c(C)c1	-10%	-3	-7%
CCCCC[C@@H]1[C@H]2[C@H]3C(=O)N(c4ccccc4)C(=O)[C@H]3CC(=O)[C@H]2[C@H](c2ccccc2)N1S(=O)(=O)c1ccc(C)cc1	2%	-3	-4%
OC[C@@H]1CN(Cc2ccc(-c3ccccc3)cc2)C[C@H](n2cnc3c(NCc4ccc(F)cc4)ncnc32)O1	0%	-3	-3%
CCc1nc2ccc(C(=O)Nc3ccc(OC)c(OC)c3)cn2c1N(CC)Cc1ccc(OC)c(OC)c1	-6%	4	-2%
COc1ccc(N=c2nc(-c3ccc(C)cc3)n(-c3ccccc3)s2)cc1	-5%	6	1%
OC(c1ccc(-c2ccccc2)cc1)c1ncc(-c2ccccc2F)[nH]1 (stereo not drawn)	1%	-13	3%
COCCN(CCOC)Cc1cc(=O)oc2ccccc12	-5%	-9	-1%
C#CCNC(=O)c1ccc2sc([C@@H]3O[C@H](CO)[C@H](O)[C@H](O)[C@H]3O)nc2c1	-1%	1	-3%
NCc1csc(Nc2nncc3ccccc23)n1	0%	1	-4%
O=[N+]([O-])c1cc(Cl)ccc1Nc1nc(Nc2ccc(Cl)cc2[N+](=O)[O-])nc(N2CCOCC2)n1	-3%	-4	0%
CC1(C(=O)NS(=O)(=O)c2ccccc2Cl)CCN1C(=O)C1(c2ccccc2)CC1 (stereo not drawn)	-1%	-3	5%
CC(C)CNC(=O)C1(C)CCCCCN1Cc1ccccc1-c1ccccc1 (stereo not drawn)	-7%	-7	-1%
Cc1ccc([C@@H]2CC(=O)[C@@H]3CN(S(=O)(=O)c4ccc(C)cc4)[C@H](c4ccccc4F)C[C@@H]3N2S(=O)(=O)c2ccc(Cl)cc2)cc1	-3%	-5	-2%
Nc1c(N=Nc2ccc([N+](=O)[O-])cc2)c(S(=O)(=O)O)cc2cc(S(=O)(=O)O)c(/C=C/c3ccccc3)c(O)c12	3%	2	-10%
Cc1cccc(C)c1NC(=O)CN(Cc1ccccc1)Cc1ccccc1	1%	-7	-1%
OCC[C@@H]1C[C@H](O)[C@@H](O)[C@@]2(OCc3ccc4ccccc4c32)O1	-1%	-13	-4%
O=C(NCc1cc(Cl)cc(Cl)c1)c1csc([C@@H]2O[C@H](CO)[C@H](O)[C@H](O)[C@H]2O)n1	-2%	-5	-1%
CN(C)CCNc1cccc2sc3ccc(O)cc3c(=O)c12	-7%	0	?
CCOc1nc(C#N)nc(N2CCOCC2)n1	-2%	-6	-2%
CC1(C(=O)NS(=O)(=O)c2cccc(Cl)c2)CCN1C(=O)CCc1cccs1 (stereo not drawn)	-2%	-12	-3%
CCOC1=C2CN(S(=O)(=O)c3ccc(C)cc3)[C@H](c3ccccc3)C[C@@H]2N(S(C)(=O)=O)[C@H](c2ccccc2)C1	-7%	-6	-2%
CN(CCO)C(=O)c1nc[nH]c1C(=O)N(C)Cc1ccccc1	4%	0	-5%
O=C(CC[C@H]1O[C@@H](n2cnc3c(NC(=O)c4ccccc4)ncnc32)[C@H](O)[C@@H]1O)NCc1nc2ccccc2[nH]1	1%	1	-1%
O=C(NCCc1nc2ccccc2n1CCCOc1ccc2ccccc2c1)C1CCCCC1	-23%	-2	0%
C[n+]1ccnc2ccccc21	-15%	13	-11%
CC1(Oc2ccccc2-c2ccno2)CCN(Cc2ccc(-c3ccccc3)o2)C1 (stereo not drawn)	-7%	0	-1%
O=C(NCCO)c1cccc(-c2cnc3c(Nc4cccc(OC(F)(F)C(F)F)c4)nccn23)c1	-1%	0	-3%
OC(c1ccc(F)c(F)c1)c1nc(-c2cccc(F)c2)cs1 (stereo not drawn)	-8%	-3	-2%
Cc1cccc(CNC(=O)Nc2nnc([C@@H]3C[C@H](O)[C@@H](CO)O3)s2)c1	-2%	-11	-3%
CC(C)COC(=O)N1CCCCC1c1cc(C(=O)Nc2ccc3c(c2)OCO3)no1 (stereo not drawn)	2%	-13	-4%
CN(C)CCN(C)C1CN(CCc2ccccc2)S(=O)(=O)C1 (stereo not drawn)	0%	-1	-5%
C(=C\c1c[nH]c2ccccc12)/c1ccnc2ccccc12	-4%	5	-4%
CNc1cncc(-c2cccc(C(=O)NCCN(C)C)c2)n1	4%	0	-2%
CCCN(CCC)Cc1cc(=O)oc2cc(C)cc(C)c12	-3%	-3	-2%
CN(C)c1ccc(NC(=O)Nc2nc(C(N)C3CCCCC3)cs2)cc1 (stereo not drawn)	-12%	-5	2%
NC(COCc1ccccc1)c1csc(Nc2cc(Oc3ccccc3)ncn2)n1 (stereo not drawn)	-14%	-10	-2%
O=C(NCc1ccccc1)c1cc(C2CCCCN2C(=O)OCCF)on1 (stereo not drawn)	-8%	-3	-1%
O=C(Nc1ccccc1)c1nc(S(=O)(=O)Cc2ccccc2F)ncc1Cl	-12%	0	-10%
C=CCn1c(SCCC)nc2ccccc2c1=O	5%	3	-4%
Cc1cc(NC(=O)C2(C)CCN2C(C)C)c2ccccc2n1 (stereo not drawn)	-1%	-2	-3%
FC(F)(F)Oc1ccccc1C(c1nnnn1C1CCCC1)N1CCN(C/C=C/c2ccccc2)CC1 (stereo not drawn)	-1%	-6	0%
CCc1nc2c(OCc3cccc(Cl)c3)cccn2c1N(C)C(=O)CC(C)C	-8%	0	-3%
COCCNC(=O)C1(C)CCCN(C(=O)c2cc(C)oc2C)C1 (stereo not drawn)	-7%	-9	-2%
CCCC(=O)N1CCC1(C)C(=O)Nc1ccc(C)c(C)c1 (stereo not drawn)	3%	-3	-2%

Ordered by SMILES length (lowest first): part of the list above.
SMILES	Vif-A3G inh	LDHA block	Glioma ERSR ind
CCCC(=O)N1CCC1(C)C(=O)Nc1ccc(C)c(C)c1 (stereo not drawn)	3%	-3	-2%
COCCNC(=O)C1(C)CCCN(C(=O)c2cc(C)oc2C)C1 (stereo not drawn)	-7%	-9	-2%
NC(COCc1ccccc1)c1csc(Nc2cc(Oc3ccccc3)ncn2)n1 (stereo not drawn)	-14%	-10	-2%

Continuation:
SMILES	Vif-A3G inh	LDHA block	Glioma ERSR ind
CC(C)(C)c1ccc(C(=O)N2CCC2(C)C(=O)Nc2ccc3nc[nH]c3c2)cc1 (stereo not drawn)	0%	0	-1%
CCC(=O)N1CCC1(C)C(=O)Nc1cc(OC)ccc1OC (stereo not drawn)	-1%	-5	-3%
CC(=O)Nc1cc(-c2ccc(N)cc2)cn2c(-c3cccc(C(F)(F)F)c3)cnc12	-12%	12	13%
O=C(NCc1ccc(F)cc1)c1cc(C2CCCN(C(=O)c3ccc4c(c3)CCO4)C2)on1 (stereo not drawn)	0%	0	-7%
CN(Cc1ccccc1)c1ccc(/C=C/c2nc3ccccc3s2)cc1	?	-2	-7%
Cc1ccc(NC(=O)c2cnn3c2NC(=C2CC2)C=C3C(F)F)cc1	-4%	-2	-1%
CC(=O)Nc1ccc(C(=O)N2CCCCC2c2cc(C(=O)N3CCOCC3)no2)cc1 (stereo not drawn)	2%	-9	-3%
CC1(C(=O)NS(=O)(=O)c2ccc3c(c2)CCO3)CCN1C(=O)C1(c2ccc(Cl)cc2)CC1 (stereo not drawn)	0%	-11	-1%
CCCS(=O)(=O)NC(=O)C1(C)CCCN(C(=O)c2c(F)cccc2F)C1 (stereo not drawn)	2%	-16	-1%
CCc1nc2ccc(C(=O)NCc3ccc4c(c3)OCO4)cn2c1N(CC)Cc1cccc(Br)c1	0%	-7	-3%
c1ccc(Cc2c(-c3ccco3)nc3c4ccccc4ccn23)cc1	?	-3	0%
CCc1nc2c(OCCOc3ccccc3)cccn2c1N(C)C(=O)c1ccccc1F	-2%	-8	-5%
COc1ccc(C(C)(O)c2nc(-c3cccc(NC(C)=O)c3)cs2)cc1 (stereo not drawn)	-2%	1	0%
CC1=C(C(=O)N2CCOCC2)CC(CC(=O)NCc2cccs2)C(=O)N1Cc1ccccc1 (stereo not drawn)	-5%	-2	-3%
O=C(NCCc1nc2ccccc2n1CCCOc1ccccc1Cl)C1CCCCC1	-9%	-1	-1%
CC1ON=C(c2cccc3ccccc23)N(C)C1=O (stereo not drawn)	2%	-2	-1%
COc1ccc(/C=C/c2nnc(NC(=O)COc3ccc(Cl)cc3)s2)cc1	-1%	-7	0%
Cn1ccc2c(-c3ccc(CO)cc3)cc3c(c21)C1CCC3C1 (stereo not drawn)	1%	-3	-3%
CSc1ccc(CN2CCC2(C)C(=O)NC2CCc3ccccc32)cc1 (stereo not drawn)	3%	-7	3%
CNc1cnc(-c2cc(OC)c(OC)c(OC)c2)cn1	0%	-11	-1%
NC(Cc1ccccc1)c1csc(Nc2cc(Oc3ccccc3)ncn2)n1 (stereo not drawn)	-13%	-10	-3%
COc1ccccc1CNC(=O)c1cc(-c2cc(Cl)ccc2C)n[nH]1	-21%	-5	-2%
CC(=O)NCCNC(=O)C1(C)Cc2c(-c3cccc(C(F)(F)F)c3)ccnc2O1 (stereo not drawn)	-7%	-15	-5%

Compounds above with a Cl atom:
SMILES	Vif-A3G inh	LDHA block	Glioma ERSR ind
Cc1ccccc1S(=O)(=O)NC(=O)C1(C)CCN1C(=O)Cc1ccccc1Cl (stereo not drawn)	-1%	1	-3%
COc1ccccc1C(O)c1ncc(-c2ccc(Cl)cc2)[nH]1 (stereo not drawn)	1%	-6	-1%
CC1(C(=O)NS(=O)(=O)Cc2ccccc2)CCN1C(=O)C1(c2ccc(Cl)cc2)CCC1 (stereo not drawn)	0%	-7	-3%
O=[N+]([O-])c1cc(Cl)ccc1Nc1nc(Nc2ccc(Cl)cc2[N+](=O)[O-])nc(N2CCOCC2)n1	-3%	-4	0%
CC1(C(=O)NS(=O)(=O)c2ccccc2Cl)CCN1C(=O)C1(c2ccccc2)CC1 (stereo not drawn)	-1%	-3	5%
Cc1ccc([C@@H]2CC(=O)[C@@H]3CN(S(=O)(=O)c4ccc(C)cc4)[C@H](c4ccccc4F)C[C@@H]3N2S(=O)(=O)c2ccc(Cl)cc2)cc1	-3%	-5	-2%
O=C(NCc1cc(Cl)cc(Cl)c1)c1csc([C@@H]2O[C@H](CO)[C@H](O)[C@H](O)[C@H]2O)n1	-2%	-5	-1%
CC1(C(=O)NS(=O)(=O)c2cccc(Cl)c2)CCN1C(=O)CCc1cccs1 (stereo not drawn)	-2%	-12	-3%
O=C(Nc1ccccc1)c1nc(S(=O)(=O)Cc2ccccc2F)ncc1Cl	-12%	0	-10%
CCc1nc2c(OCc3cccc(Cl)c3)cccn2c1N(C)C(=O)CC(C)C	-8%	0	-3%
CC1(C(=O)NS(=O)(=O)c2ccc3c(c2)CCO3)CCN1C(=O)C1(c2ccc(Cl)cc2)CC1 (stereo not drawn)	0%	-11	-1%
O=C(NCCc1nc2ccccc2n1CCCOc1ccccc1Cl)C1CCCCC1	-9%	-1	-1%
COc1ccc(/C=C/c2nnc(NC(=O)COc3ccc(Cl)cc3)s2)cc1	-1%	-7	0%
COc1ccccc1CNC(=O)c1cc(-c2cc(Cl)ccc2C)n[nH]1	-21%	-5	-2%

High-throughput results as filed in PubChem BioAssay.
